DAX1 inh-1 = DAX1 (NR0B1) inhibitors, primary screen, cell-based, HEK293, Gal4-DAX1, luciferase luminescence; HEK293 Gal4-DAX1 luciferase reporter; inhibition, % at 6.75 µM; actives 0.99% (n = 340,000); AID 504766, 2011;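 active = inhibition above the mean over all tested compounds plus 3 SD, cut at about 4.2% in these data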;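 also: 0% = DAX1-transfected cells with DMSO and 100% = empty-vector control cells with DMSO; inhibition shows as a rise in luminescence from relieved DAX1 repression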
hcDAF12 agonist = H. contortus DAF-12 nuclear receptor activators, primary screen, cell-based, luminescence, HEK293, lit1-tk-luc reporter. activation, % at 6.8 µM. HEK293 hcDAF-12 lit1-tk-luc reporter; 0% DMSO, 100% Δ7-dafachronic acid. actives 1.4% (n = 370,000). AID 652067, 2013;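 active = activation above the mean of all tested compounds plus 3 SD, cut at about 5.5% in these data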;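 also: 100% = response to 3 µM Δ7-dafachronic acid high control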
NPR2 activator = human GC-B receptor activators, primary screen, HEK293 GC-B cells, cGMP TR-FRET, EC30 CNP; Atrial natriuretic peptide receptor 2 (Homo sapiens), P20594; activation, % at 10 µM; actives 0.11% (n = 370,000); 0% at EC30 CNP, 100% saturating CNP;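 active = activation at 10 µM reaching about 35% in either raw or pattern-adjusted values, limit read from the data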
Target sequence (P20594 whole entry, looked up): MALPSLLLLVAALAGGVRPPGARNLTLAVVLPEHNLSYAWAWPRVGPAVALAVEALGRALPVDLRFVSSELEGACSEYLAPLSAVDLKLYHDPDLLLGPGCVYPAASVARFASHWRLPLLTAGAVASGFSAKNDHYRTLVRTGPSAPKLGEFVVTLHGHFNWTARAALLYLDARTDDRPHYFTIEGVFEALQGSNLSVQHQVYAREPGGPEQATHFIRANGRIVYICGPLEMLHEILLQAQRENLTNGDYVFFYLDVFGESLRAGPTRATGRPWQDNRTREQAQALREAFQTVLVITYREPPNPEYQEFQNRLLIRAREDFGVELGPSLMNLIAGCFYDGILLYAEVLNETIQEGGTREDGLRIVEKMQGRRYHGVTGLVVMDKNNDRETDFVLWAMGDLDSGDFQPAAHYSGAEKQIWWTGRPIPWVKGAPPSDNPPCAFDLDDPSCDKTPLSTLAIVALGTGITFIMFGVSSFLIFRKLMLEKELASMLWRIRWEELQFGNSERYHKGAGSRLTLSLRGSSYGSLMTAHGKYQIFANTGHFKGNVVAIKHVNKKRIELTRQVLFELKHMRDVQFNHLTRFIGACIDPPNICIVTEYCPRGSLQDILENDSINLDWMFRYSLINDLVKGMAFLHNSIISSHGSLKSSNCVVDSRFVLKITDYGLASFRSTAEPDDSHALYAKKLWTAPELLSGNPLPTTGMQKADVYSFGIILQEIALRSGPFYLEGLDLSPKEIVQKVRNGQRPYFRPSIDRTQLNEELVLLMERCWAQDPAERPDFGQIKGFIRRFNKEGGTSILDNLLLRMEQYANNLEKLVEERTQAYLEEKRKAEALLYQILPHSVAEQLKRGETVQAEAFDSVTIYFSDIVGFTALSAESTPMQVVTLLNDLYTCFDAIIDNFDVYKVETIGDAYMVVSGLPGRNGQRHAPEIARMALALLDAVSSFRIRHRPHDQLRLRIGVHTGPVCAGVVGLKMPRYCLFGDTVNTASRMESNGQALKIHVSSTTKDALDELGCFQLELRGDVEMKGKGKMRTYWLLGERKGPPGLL
ssDAF12 agonist = S. stercoralis DAF-12 nuclear receptor activators, primary screen, cell-based, luminescence, HEK293, GRIP1 co-expression, lit1-tk-luc; Nuclear hormone receptor DAF-12 (Strongyloides stercoralis); HEK293 ssDAF-12/GRIP1 lit1-tk-luc reporter; % of 3 µM dafachronic acid response; activation, % at 6.8 µM; actives 1% (n = 370,000); AID 652126, 2013;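 active = activation above the mean over all tested compounds plus 3 SD, cut at about 0.9% in these data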;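 also: 0% = DMSO-only wells and 100% = 3 µM delta7-dafachronic acid wells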
DAX1 inh-2 = DAX1 (NR0B1) inhibitors on StAR promoter, primary screen, cell-based, luminescence, SF-1 (NR5A1), full-length DAX-1; AID 652010, 2013; inhibition, % at 6.8 µM; HEK293T StAR-luciferase reporter, SF-1/DAX-1 repression relief; actives 1.1% (n = 370,000);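 active = inhibition above the mean over all tested compounds plus 3 SD, cut at about 3.6% in these data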;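 also: 0% = DAX-1 cells with DMSO and 100% = cells lacking DAX-1 with DMSO; higher inhibition means more luminescence from relief of DAX-1 repression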
hgDAF12 agonist = H. glycines DAF-12 receptor agonists, primary screen, cell-based, luminescence, HEK293, GAL4 fusion, UAS-luciferase; Nuclear hormone receptor DAF-12 (Heterodera glycines), GAL4 fusion; HEK293 GAL4-hgDAF12 UAS-luciferase reporter, agonist luminescence; normalized to butyrate control; actives 1.8% (n = 370,000); activation, % at 6.8 µM;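 active = activation above a cutoff set at the mean of all screened compounds plus 3 SD, cut at about 10% in these data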;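 also: 0% = DMSO wells and 100% = sodium butyrate wells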
HGIII-sPLA2 inh = human group III sPLA2 inhibitors, primary screen, biochemical, QFRET, BODIPY PC-A2 liposome substrate | QFRET BODIPY PC-A2 liposome hydrolysis, fluorescence | Group 3 secretory phospholipase A2 (Homo sapiens), Q9NZ20 | actives 0.56% (n = 370,000) | inhibition, % at 12.2 µM;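 active = inhibition above mean plus 3 SD of compounds lying within the high and low control bounds, cut at about 19% in these data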;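 also: 0% = median of test compound wells and 100% = no enzyme DMSO wells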
GAA850 FXN act = FXN promoter activators, primary screen, cell-based, luciferase luminescence, HEK293 lucGAA850 | HEK293 lucGAA850 FXN promoter luciferase reporter, 24 h; percent of 10 µM SAHA response | AID 540364, 2011 | activation, % at 6 µM | actives 0.56% (n = 360,000);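 active = activation above the average of all compounds screened plus 3 SD, cutoff fixed separately per campaign, cut at about 7.5% in these data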;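 also: 0% = DMSO wells and 100% = 10 µM SAHA wells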
SMARCA2 act = SMARCA2 (BRM) function activators, primary screen, cell-based, luminescence, high throughput; activation, % at 9.1 µM; MG213 cells, MMTV-luciferase reporter, dexamethasone, overnight; AID 652017, 2013; actives 1% (n = 370,000); in the data active = activation above about 7.8%;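 also: 0% = vehicle wells and 100% = reference activator wells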
GC-A act = GC-A stimulated cGMP production enhancers – HEK293 GC-A cells, cGMP TR-FRET, EC30 ANP, primary screen | actives 0.14% (n = 370,000) | activation, % at 10 µM | Atrial natriuretic peptide receptor 1 (Homo sapiens), P16066 | 0% at EC30 ANP, 100% saturating ANP; in the data active = activation above about 40%
proKLK7 act = proKLK7 zymogen activators, primary screen, biochemical, fluorescence intensity | purified proKLK7, EDANS-DABCYL substrate fluorescence; 100% is mature enzyme control, 0% vehicle | actives 0.9% (n = 370,000) | activation, % at 7 µM;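 active = activation above the mean of all tested compounds plus 3 SD, computed per campaign excluding outliers beyond control limits, cut at about 13% in these data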
Active calls of the source: *; . = not tested or not shown. This is a subset. The share of hits here may be higher or lower than overall.

SMILES	DAX1 inh-1	hcDAF12 agonist	NPR2 activator	ssDAF12 agonist	DAX1 inh-2	hgDAF12 agonist	HGIII-sPLA2 inh	GAA850 FXN act	SMARCA2 act	GC-A act	proKLK7 act
COc1ccc(-c2cc(C(F)(F)F)n3nc(C(=O)N4CCC5(CC4)OCCO5)cc3n2)cc1OC	-0.8	-0.4	12	-1.4	-0.3	2.9	14	0.5	-3	7	1.6
NCCc1ccc(O)cc1	-0.6	-1.4	-1	-1.1	0.4	0.2	7	0.8	-8	4	0.6
COc1ccc(-c2ccc3c(c2)CN(c2cccc(Cl)c2)Cc2cnnn2-3)cc1	.	-1.2	-8	-1.5	-1.7	-10	-4	.	4	8	2.0
Cn1c(C(=O)N2CCC(C(=O)N3CCC4(CC3)OCCO4)CC2)cc2sccc21	0.3	-0.5	7	-0.7	-0.2	-1.9	2	-0.2	-2	1	0.5
c1ccc2c(c1)OCC(C1=NCCN1)O2 (configuration not stated)	-2.5	-1.2	-1	-0.6	-0.8	0.0	-5	2.1	1	1	0.3
c1ccc(-n2ccnc2)cc1	0.5	-0.2	13	-1.4	0.3	3.2	1	-2.3	-3	8	0.3
CCc1ccc(CNCCc2ccccc2F)cc1	0.7	-0.8	-5	-0.9	-0.2	2.7	2	1.5	-2	-7	-0.2
CC(=NCc1ccc2c(c1)OCO2)c1c(O)[nH]c(=O)[nH]c1=O	-0.5	-0.2	2	-1.3	-0.4	-1.5	5	6.0	3	3	-0.1
CN1C(=O)C(Cc2ccsc2)C(=O)N(C)C1=O	1.4	0.5	11	-1.2	-0.5	0.5	11	0.8	-1	-2	0.4
COc1ccc(C(=O)CC2(CC(=O)c3ccc(OC)cc3)C(=O)N(C)C(=O)N(C)C2=O)cc1	-0.2	-0.6	2	-0.8	0.2	-1.1	5	0.1	-3	-4	0.0
COP(=O)(NS(=O)(=O)c1ccccc1)OC	2.3	1.3	2	-1.1	0.1	3.5	1	0.9	6	4	-0.8
O=C1NC(=O)N(Cc2ccc(F)cc2)C(=O)/C1=C\C=C\c1ccco1	2.4	-0.3	2	-0.5	0.1	0.8	-5	7.1	5	15	0.0
CCCCn1c(N)c(C(=O)NCCN2CCOCC2)c2nc3ccccc3nc21	-1.1	-1.9	-4	-1.3	-0.5	-5.5	-7	2.1	-1	9	-27
CC1([N+](=O)[O-])COP(=O)(NC2CC2)OC1 (configuration not stated)	2.3	-0.6	1	-1.1	-1.2	4.1	0	0.6	-1	2	-0.5
Cc1oc(-c2ccccc2Cl)nc1CN1C(=O)CN=C(c2ccccc2)c2ccccc21	-0.5	-3.4	-20	-2.2	-1.8	-4.8	-2	-3.3	-4	-23	-0.3
CCCCOC(=O)c1ccccc1C(=O)OCCCC	0.8	-0.5	0	-0.9	0.1	1.5	-1	1.4	0	-7	0.1
C[C@@H]1COc2cc(N3CCN(C)CC3)ccc2S(=O)(=O)N1	.	2.2	-2	-1.2	2.9	-0.6	3	.	-2	3	0.1
Cc1ccc(CN2CC3CC(C2)c2cccc(=O)n2C3)cc1 (configuration not stated)	-1.0	0.2	-10	-0.8	0.5	0.4	4	2.3	-2	-6	0.1
CCCCc1ccc(C(=O)O)nc1	1.7	-0.6	3	-0.2	-0.4	2.4	2	0.1	-3	4	0.0
Cc1sc2ccccc2c1CC1=NCCN1	1.2	0.4	-1	-0.8	1.5	-0.5	13	-0.9	-6	-1	2.6
CC1CC(OC(=O)c2ccccc2)CC(C)N1C (configuration not stated)	-0.2	3.4	1	-1.9	-0.2	-3.3	-2	1.6	3	-2	-0.1
CC(C)CN1Cc2ccccc2-n2nncc2C1	1.7	2.0	0	-0.4	0.3	-1.7	2	-0.8	-3	7	0.7
CN1OCC2Cn3c(nc4ccccc43)C21 (configuration not stated)	-0.3	-0.2	3	-1.4	0.5	-0.9	1	0.1	2	3	-0.1
O=c1c2ccccc2nc(-c2cccs2)n1-c1cnccn1	0.9	-1.2	1	-1.2	0.2	1.1	-1	-1.8	-1	1	1.1
Clc1cnc(Oc2ccc(Oc3ncc(Cl)cc3Cl)cc2)c(Cl)c1	-0.5	0.6	-2	-0.6	0.6	0.6	-2	1.8	2	0	-0.6

Just hcDAF12 agonist, DAX1 inh-1 and NPR2 activator (2 entries from above):
Compound,hcDAF12 agonist,DAX1 inh-1,NPR2 activator
CC(C)CN1Cc2ccccc2-n2nncc2C1,2.0,1.7,0
CN1OCC2Cn3c(nc4ccccc43)C21 (configuration not stated),-0.2,-0.3,3

Continued:
SMILES	DAX1 inh-1	hcDAF12 agonist	NPR2 activator	ssDAF12 agonist	DAX1 inh-2	hgDAF12 agonist	HGIII-sPLA2 inh	GAA850 FXN act	SMARCA2 act	GC-A act	proKLK7 act
O=C(COc1ccc2ccccc2c1)N1CCN(C2CCN(Cc3ccccc3)CC2)CC1	-1.7	-1.6	-8	-1.6	-0.6	-0.9	-33	-3.7	-6	-1	-0.1
CCc1ccccc1N1C(=O)/C(=C/c2ccc(N3CCN(C)CC3)o2)C(=O)NC1=S	-0.7	-1.7	3	-0.5	0.3	3.0	-6	3.5	-1	-2	0.0
C[C@]12CCC(=O)C[C@@H]1CC[C@@H]1[C@@H]2CC[C@]2(C)[C@@H](O)CC[C@@H]12	0.8	-2.8	-2	-1.3	1.2	-1.7	-5	-0.2	-7	2	0.4
CCC(C(=O)N1CCC2(CC1)OCCO2)n1c2ccccc2c2nc(=O)cc(C)n21 (configuration not stated)	-0.5	0.3	-4	-1.4	0.9	-0.3	0	1.3	-2	-4	-0.4
N#Cc1c(Br)n(C2OC(CO)C(O)C2O)c2ncnc(N)c12 (configuration not stated)	7.6*	1.5	-1	-0.7	0.4	18*	-1	0.0	63*	4	-0.9
CCOC(=O)c1cccc(NC(=O)c2c(O)[nH]c(=O)[nH]c2=O)c1	1.0	-0.4	2	-1.0	-0.2	-0.2	-17	0.8	2	1	0.2
C=C1C(=O)OC2CC3(C)OC3CCC(C)=CC(OC(C)=O)C12 (configuration not stated)	-0.2	-0.9	2	0.2	-0.3	-7.8	0	-4.0	7	1	-0.5
COC(=O)[C@@H]1N=C(c2ccc(OC)cc2)O[C@]12C(=O)N(Cc1ccc(OC)cc1)c1ccccc12	.	-0.3	5	-1.1	1.6	0.4	-6	.	-3	-2	0.0
Cc1sc2ncn(CC(=O)NCCCC(=O)N3CCC4(CC3)OCCO4)c(=O)c2c1C	-0.9	-2.4	-4	-1.2	0.2	-3.1	0	1.1	-2	-2	0.8
COC(=O)C1=C(c2ccc(OC(F)(F)F)cc2)C[C@@H]2CC[C@H]1N2C(=O)NCCOc1ccccc1Cl	-1.4	-3.0	-10	-1.4	-0.8	-3.2	-2	-2.3	-2	6	0.5
Cc1ccc(N=C(N(C)C)P(=O)(N(C)C)N(C)C)cc1	3.2	-1.4	5	-0.9	0.5	-1.1	-1	0.6	1	3	-0.4
O=P(Oc1ccc(-c2ccccc2)cc1)(N1CC1)N1CC1	-0.3	0.5	-5	-1.0	-1.3	2.9	6	0.5	-5	5	-0.5
CC1=CC2OC3CC4OC(=O)C=CC=CC(C(C)O)OCC(O)C(C)CC(=O)OCC2(CC1O)C4(C)C31CO1 (configuration not stated)	-6.7	-5.5	-6	-2.7	-7.3	-16	0	-15	-10	0	0.6
O=C(O)c1ccccc1-c1ccc(C=C2C(=O)N(c3ccccc3)C(=S)N(c3ccccc3)C2=O)o1	1.1	3.1	7	-1.0	0.5	5.8	-5	-0.6	5	-5	-0.5
O=C1NC(=O)C(CCc2ccncc2)(Cc2ccc3c(c2)OCO3)C(=O)N1CCc1ccccc1 (configuration not stated)	0.6	-1.1	-7	-0.8	-0.5	0.6	-11	-2.1	1	2	-0.3
Fc1ccc(CN2CCN(c3ccc(Cl)cc3)CC2)cc1	-2.0	-0.5	0	-0.6	-0.3	2.1	8	1.1	1	0	-0.4
O=C1NC(=O)N(CCNc2ncc(C(F)(F)F)cc2Cl)C(=O)C1/C=N/OCc1c(F)cccc1Cl (configuration not stated)	1.1	-2.2	-2	-0.8	-0.1	2.6	0	0.6	0	-2	0.6
CN1Cc2cnnn2-c2ccccc2C1C#N (configuration not stated)	-2.1	0.9	-9	-1.0	-0.2	1.5	5	-0.5	-3	-17	0.0
C[C@]12C[C@@H](O)[C@H](O)CC1=CCC1C2CC[C@]2(C)C(=O)CCC12 (some centres not stated)	0.5	-0.7	3	-0.8	0.1	-3.4	5	4.1	3	-4	0.2
N=c1c[n+](C2CCCCC2)[n-]o1	1.4	0.4	5	-1.3	1.1	-1.4	2	0.8	1	2	-0.3
O=C(N=Nc1c(O)[nH]c(=O)[nH]c1=O)C1COc2cc3ccccc3cc2O1 (configuration not stated)	.	-1.7	-1	-1.4	-0.9	-1.6	-7	2.3	-1	2	0.0
CCC(=O)N1CC(=O)Nc2ccc(Br)cc2C1c1ccccc1 (configuration not stated)	-0.7	-0.8	0	-1.4	-1.0	-1.5	0	2.0	-3	2	0.1
O=c1[nH]c(=S)n(Cc2ccc(F)cc2)c(O)c1/C=N/N1CCCCC1	-0.7	-1.1	4	-0.7	-0.3	-2.5	11	1.9	-3	-2	14*
COc1nc2ccccc2c(=O)n1-c1ccc(Cl)cc1	-0.7	-2.6	-3	-1.4	0.9	1.6	1	2.8	1	-3	0.2
CCOC(=O)[C@]12Cc3cc(OC)ccc3[C@H]1N(C(C)C)C(=O)c1cc(OC)ccc12	.	-0.6	-17	-1.3	0.1	-2.1	3	.	-1	-17	0.0
Cc1ccc(NC(=O)c2cn(CCC#N)nc2-c2ccc3c(c2)OCCO3)c([N+](=O)[O-])c1	-0.6	-2.7	-1	-1.2	-1.1	-1.2	-10	1.4	-2	2	0.8
CCCCCCCn1c(=O)c(C(=O)Nc2cnccn2)c(O)c2ccccc21	-0.5	2.7	1	-0.8	-0.2	-0.5	-1	-0.3	0	3	-0.5
CCCc1[nH]nc2c1C1(C(=O)N(Cc3ccccc3)c3ccccc31)C(C(=O)OC)=C(N)O2 (configuration not stated)	-1.9	-1.8	-21	-2.0	-0.9	-0.6	-19	-5.8	-2	-17	-0.3
C#CC1(OC(=O)c2ccccc2)CC(C)N(C)CC1C (configuration not stated)	-0.2	-0.8	-2	-1.1	0.0	2.8	-7	1.0	0	2	0.1
CN(C)S(=O)(=O)c1cc(NC(=O)COC(=O)Cc2ccccc2)ccc1Cl	-0.2	4.8	5	0.0	0.5	-0.6	-22	1.9	1	0	-0.2

Compound activity deposited in PubChem BioAssay by several laboratories.
